Screens deposited in PubChem by National Center for Advancing Translational Sciences (NCATS).
GoLoco inh red = blocks human Gai1 binding to RGS12 GoLoco peptide, red readout; AID 880; Potency, µM (series often up to 61.6 µM), for the others: top-dose activity, negative = inhibition, hits mostly inhibitors; Gai1:RGS12 GoLoco peptide FP, rhodamine, 10 min; P63096; 0.44% of 230,000 active; active = well fitted inhibition curve with a large enough effect, not every such curve was filed as active; inactive = no such curve, though single readings can be large or run the other way; note: nearly all actives have a fitted effect of over 30% in size; many of its hits are not listed in these tables
L3MBTL1 inh = inhibitors of human L3MBTL1; AlphaScreen L3MBTL1–H3K9me1 peptide binding; Q9Y468; 0.66% of 230,000 active; AID 485360; Potency, µM (titrated, usually from 57.1 µM), for inactives: top-dose activity, negative = inhibition, actives largely listed as inhibitors; note: nearly all actives have a fitted effect of over 60% in size
Target sequence (Q9Y468 whole entry, looked up): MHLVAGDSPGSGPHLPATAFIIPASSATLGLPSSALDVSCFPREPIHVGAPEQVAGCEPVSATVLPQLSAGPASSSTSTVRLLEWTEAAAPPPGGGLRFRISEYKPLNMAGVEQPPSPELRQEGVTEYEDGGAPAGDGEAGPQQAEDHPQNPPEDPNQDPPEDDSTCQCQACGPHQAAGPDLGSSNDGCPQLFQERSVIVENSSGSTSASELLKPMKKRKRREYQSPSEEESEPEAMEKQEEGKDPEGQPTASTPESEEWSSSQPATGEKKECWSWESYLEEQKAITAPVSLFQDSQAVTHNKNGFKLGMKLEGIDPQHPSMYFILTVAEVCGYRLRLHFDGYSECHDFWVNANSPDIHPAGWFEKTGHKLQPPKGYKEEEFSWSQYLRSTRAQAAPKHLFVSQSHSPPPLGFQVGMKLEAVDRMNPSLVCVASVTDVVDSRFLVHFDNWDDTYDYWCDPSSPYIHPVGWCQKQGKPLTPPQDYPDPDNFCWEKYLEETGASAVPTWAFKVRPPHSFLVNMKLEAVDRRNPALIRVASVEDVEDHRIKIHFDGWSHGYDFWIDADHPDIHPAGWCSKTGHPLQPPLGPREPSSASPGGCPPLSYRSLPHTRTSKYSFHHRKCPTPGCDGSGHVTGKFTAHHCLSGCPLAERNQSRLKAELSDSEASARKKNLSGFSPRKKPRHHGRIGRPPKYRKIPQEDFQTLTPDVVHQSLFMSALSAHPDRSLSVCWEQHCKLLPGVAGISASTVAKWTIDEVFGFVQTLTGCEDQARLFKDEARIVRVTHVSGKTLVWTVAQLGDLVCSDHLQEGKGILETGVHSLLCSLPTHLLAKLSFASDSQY
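L3MBTL1 (50 nM) pre-complexed 30 min with biotinylated H3(1-15)K9me1 peptide (75 nM), then compounds added for 30 min at room temperature; AlphaScreen streptavidin donor/nickel chelate acceptor beads (10 ug/mL final) read after 30 min dark incubation.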
KDM4E inh = blocks human JMJD2E demethylase activity; AID 2147; JMJD2E catalytic domain, FDH-coupled NADH fluorescence (FDH is formaldehyde dehydrogenase); Potency, µM (doses to about 57.1 µM), without a hit: top-dose activity change, negative = inhibition, most hits filed as inhibitors; 1.6% of 230,000 active; B2RXH2; active = well fitted inhibition curve with a large enough effect, not every such curve was filed as active; inconclusive = small, poorly fitted or top-dose-only effect, or another doubt; inactive = no such curve, though single readings can be large or run the other way;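 note: 0% = wells with enzyme and -100% = buffer wells without enzyme; nearly all actives have a fitted effect of over 50% in size; many of its hits are not listed in these tables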
TRb-SRC2 inh = disrupts binding of human TR beta to SRC2; Potency, µM (doses to about 106 µM), for the others: at the highest dose activity change, negative = inhibition, hits mostly inhibitors; TRbeta-SRC2 peptide binding, fluorescence polarization; receptor liganded with 1 µM T3; 0.065% of 280,000 active; P10828;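 note: plate controls were bound peptide for no effect and peptide without receptor for full effect; nearly all actives have a fitted effect of over 50% in size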
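Quantitative HTS by FP: 0.6 uM TRb LBD, 20 nM labeled SRC2 20-mer, 1 uM T3, 5% DMSO; 5 hr ambient incubation; % activity per concentration and potencies from concentration series.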
TexasRed fluor = counter-screen for TRb-SRC2 inhibitors: fluorescence interference. Potency, µM (titrated, usually from 106 µM), for inactives: at the top dose fluorescence change, negative = quenching. 0.29% of 280,000 active. TRb/SRC2 Texas Red total fluorescence interference; active = well fitted curve in either direction with a large enough effect; inconclusive = small, poorly fitted or top-dose-only effect
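Flags fluorescent or light-absorbing compounds by total fluorescence, S + 2P, at 555 nm excitation and 632 nm emission. Mixture: 20 nM Texas Red SRC2 peptide, 0.6 uM human TRb LBD, 1 uM T3, 5% DMSO; compound exposure 5 h at ambient temperature.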
Tau ThT inhib = blocks human tau fibril formation measured by thioflavin T. recombinant tau K18 P301L, heparin-induced fibrillization, ThT fluorescence. P10636. Potency, µM (doses to about 57.4 µM), for inactives: top-dose activity, negative = inhibition, hits mostly inhibitors. 2.1% of 270,000 active. AID 1460; note: nearly all actives have a fitted effect of over 55% in size
Target sequence (P10636 561-689 P618L limits assumed): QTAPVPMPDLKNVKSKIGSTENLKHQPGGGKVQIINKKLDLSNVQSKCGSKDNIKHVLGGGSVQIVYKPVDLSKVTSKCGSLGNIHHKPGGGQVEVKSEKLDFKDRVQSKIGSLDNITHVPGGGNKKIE
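Using a mix of unlabeled (15 uM) and Alexa 594-labeled (0.24 uM) tau K18 P301L, heparin-triggered fibrillization over 6 hr at 37 C was scored by ThT fluorescence.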
RECQ1 inh = blocks DNA unwinding by human RECQ1. P46063. RECQ1 DNA unwinding, red fluorescence kinetic read. Potency, µM (titrated, usually from 57.3 µM), for the others: at the highest dose activity, negative = inhibition, actives largely listed as inhibitors. 0.54% of 240,000 active;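 note: plate controls were vehicle for no effect and no enzyme for full effect; nearly all actives have a fitted effect of over 30% in size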
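50 nM RECQ1T1 preincubated 15 min with compound in Tris pH 8.0 buffer with MgCl2, DTT, Tween-20 and 2.5 ug/ml poly(dI-dC); started with 200 nM TAMRA/BHQ-2 forked duplex and 2 mM ATP. Unwinding read as fluorescence (525/598 nm), two reads 2 h apart.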
Tau fibril FP = tau fibrillization inhibition (FP); P10636; K18 P301L tau heparin fibrillization, Alexa594 FP, 6 h; Potency, µM (top dose mostly 57.7 µM), for the others: at the highest dose activity, negative = inhibition, hits mostly inhibitors; 0.39% of 280,000 active; AID 1468; note: nearly all actives have a fitted effect of over 55% in size
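Quantitative HTS format: compounds meet 15 uM recombinant K18 P301L tau and Alexa 594-tau tracer in 100 mM sodium acetate pH 7; 20 uM heparin triggers fibrillization at 37 C over 6 hr; FP gives the signal.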
The depositor's hits bear a star; i = inactive; ? = inconclusive; . = not tested or not shown; & = joins results of further samples; ! = repeats disagree; [ ] = dose if it differs, or a comment. Unless noted, calls come from the whole dose curve; as a rule, active = well fitted curve in the direction sought with a large enough effect; inconclusive = small, poorly fitted or top-dose-only effect, or another doubt; inactive = no such curve, though single readings can be large; an effect the other way counts as inactive or inconclusive. Unless noted, % is set by controls: 0 for no effect and ±100 for the full control effect; potency is the fitted concentration of half-maximal effect.

Under each structure: GoLoco inh red	L3MBTL1 inh	KDM4E inh	TRb-SRC2 inh	TexasRed fluor	Tau ThT inhib	RECQ1 inh	Tau fibril FP
> C=CCn1c(N)cc(=O)nc1SC(C)C(=O)Nc1cccc2ccccc12 (centres undefined)
 : -12%	5%	-28%	0%	-4%	-16%	-2%	-1%
> Cc1ccc(N(CCC(=O)O)S(=O)(=O)c2cccc(C(F)(F)F)c2)cc1
 : -16%	.	1%	-10%	2%	-4%	-11%	1%
> Cn1c(=O)c2c(=O)cc(NNC(=O)C(C)(C)C)[nH]c2n(C)c1=O
 : -8%	.	-1%	0%	2%	5%	i	-2%
> O=C(CCc1nnc(COc2ccccc2)o1)NC1(c2ccccc2)CC1
 : 2%	4%	7%	1%	-1%	-3%	17%	5%
> CCn1c(=O)c2cc(C(=O)NCCN3CCOCC3)sc2c2ccccc21
 : 11%	11%	?	0%	-2%	-6%	-12%	-3%
> CC1CCCCN1S(=O)(=O)c1ccc(NC(=O)c2cccs2)cc1 (centres undefined)
 : -3%	.	0%	2%	2%	6%	-20%	?
> O=C(CN1C(=O)NC2(CCCC2)C1=O)Nc1ccc(S(=O)(=O)N2CCOCC2)cc1
 : -3%	-4%	2%	3%	-1%	-8%	1%	-6%
> NC(N)=N/N=C/c1ccc(OCc2ccc(Cl)cc2)cc1
 : .	3%	?	2%	-4%	-15%	-3%	-6%
> CCCCNC(=O)CCc1c(C)nc2c(c(C)nn2-c2ccccc2)c1C
 : .	.	.	1%	-2%	-7%	.	-2%
> COc1ccc(C(C)=O)cc1CSC(=N)N
 : 0%	-3%	-3%	8%	-2%	2%	-6%	6%
> O=C(N/N=C/c1c(O)n(Cc2ccccc2)c(=O)c2ccccc12)c1cccnc1
 : 17%	-5%	?	-2%	-17%	?	-12%	4%
> N#C/C(=C\c1ccco1)c1nc2ccccc2s1
 : 71%[activator]	-2%	1%	11%	3%	?	?	-9%
> CCC(=O)Nc1ccc(N2CCN(Cc3ccccc3F)CC2)cc1
 : .	3%	1%	-7%	2%	-14%	i	2%
> COc1cccc(C(=O)NC(=S)Nn2cnnc2)c1OC
 : 1%	-4%	-5%	3%	0%	-2%	-17%	-9%
> CN1C(=O)c2ccc(C(=O)NC3CCCCC3)cc2C1=O
 : -10%	-4%	-7%	-10%	-1%	-9%	3%	-1%
> C[C@H]1CC[C@H](C(=O)O)N[C@@H]1c1ccc(C#Cc2ccccc2)cc1
 : .	.	.	-4%[11.2 µM]	-8%[11.2 µM]	-3%[11.5 µM]	12%[11.5 µM]	3%[11.6 µM]
> CNc1nc(-c2c[nH]c3ccccc23)cs1
 : 201%[activator]	.	?	-7%	?	25µM*	-22%	?
> COc1ccccc1NS(=O)(=O)c1ccc2oc(SCc3ccc(C#N)cc3)nc2c1
 : 7%	3%	0%	-7%	-4%	-4%	i	-9%
> CCOc1ncccc1C(=O)Nc1nc(C(C)(C)C)cs1
 : -6%	.	2%	2%	-3%	-4%	-9%	-3%
> Cc1nnc(SCC(=O)NC2CCS(=O)(=O)C2)n1-c1ccccc1 (centres undefined)
 : 9%	.	1%	-2%	1%	-5%	-11%	3%
> c1cnc2nc(CSc3ncn[nH]3)cn2c1
 : -8%	6%	?	-8%	1%	2%	-3%	6%
> CCCNC(=O)N1CCCC(C(=O)c2cccc(Cl)c2)C1 (centres undefined)
 : 5%	0%	7%	-8%[53 µM]	-1%[53 µM]	-2%	-10%	-1%
> Cc1nccn1CCCN1C(=O)CNC1=S
 : -9%	-1%	-7%	-1%	2%	-4%	0%	-7%
> CCC(CCC(C)C1CCC2C3CC=C4CC(O)CC[C@@]4(C)C3CC[C@@]12C)C(C)C (some centres undefined)
 : 1%	.	12%	4%	-3%	-4%	-2%	-5%
> O=C(COC(=O)c1ccc2c(c1)OCO2)Nc1nc(-c2ccccc2)cs1
 : 265%[activator]	-6%	4%	14%	-2%	8%	i	1%
> COc1ccc(OCc2nc(-c3ccc(-n4cccc4)cc3)no2)cc1
 : .	.	.	5%	-3%	?	.	-4%
> O=C(COc1ncnc2scc(-c3ccccc3)c12)NC1CCCc2ccccc21 (centres undefined)
 : 0%	-6%	-15%	-7%	-1%	-10%	-7%	2%
> Cc1cccc(C(=O)Nc2ccc(OCc3cc(=O)n4c5c(sc4n3)CCCC5)cc2)c1
 : .	.	.	2%	-1%	?	.	-4%
> Cc1nnc(SCC(=O)NC(=O)NCc2ccco2)s1
 : 0%	-13%	0%	4%	-1%	-6%	-2%	5%
> O=S(=O)(Nc1cc(S(=O)(=O)N2CCOCC2)ccc1N1CCCC1)c1cccs1
 : 7%	-5%	-11%	-1%	1%	-10%	i	-2%
> C/C(=N\Nc1cccc(Cl)c1)c1ccc(-n2ccnc2)cc1
 : 9%	-4%	-7%	5%	3%	?	-3%	8%
> COC(Cc1n[nH]c(=S)n1-c1ccc(Cl)cc1)OC
 : 0%	5%	5%	2%	1%	-10%	-6%	0%
> O=C(C1CCC1)N1CCc2cc(S(=O)(=O)NCc3ccco3)ccc21
 : -1%	-1%	-1%	-4%	-2%	-12%	-5%	-6%
> CCCn1c(CNC(=O)c2ccccc2)nc2ccccc21
 : -7%	0%	9%	-1%	-1%	-4%	-9%	-5%
> CCCCCC#CCC#CCC#CCC#CCCCC(=O)O
 : 51%&12%&-12%&0%[activator]	?	16µM*!	20%&5%&-3%&0%	-26%&-2%&1%&-2%	?	1.1µM*!	-15%&-3%&-9%&7%
> CC1CCCCN1C(=O)CSc1nc2cc3c(cc2c(=O)n1Cc1ccc2c(c1)OCO2)OCO3 (centres undefined)
 : 9%	-5%[11.4 µM]	4%	-6%	-1%	0%	-2%	-6%
> COc1ccc(CCNC(=O)Cn2cnc3c2c(=O)n(C)c(=O)n3C)cc1OC
 : 1%	8%	17%	-3%	-2%	-10%	-13%	-4%
> COc1ccc(C2/C=C\CN(C(=O)OCC3c4ccccc4-c4ccccc43)CC(=O)N2Cc2cccc(F)c2)cc1 (centres undefined)
 : -4%	-11%	.	8%[53 µM]	-1%[53 µM]	-16%	-12%	7%
> CC(C)(C)CC(C)(C)c1ccc(OCC(=O)Nc2ccc(S(=O)(=O)Nc3ncccn3)cc2)cc1
 : .	.	.	-2%	-14%	-5%	.	9%
> O=C(CCc1ccccc1)Nc1cccc(NC(=O)CCc2ccccc2)c1
 : 7%	.	3%	-1%	0%	-8%	i	?
> Cc1ccc(-c2cc(C(=O)Nc3ccc(SC(F)F)cc3)no2)cc1F
 : .	.	.	7%	-3%	?	.	0%
> CCOc1ccc(C(=O)CCN2CCCCC2)cc1
 : -33%	?	3%	8%	-4%	9%	-11%	10%
> Cc1nn(CCCC(=O)Nc2c(F)cc(F)cc2Br)c(C)c1[N+](=O)[O-]
 : 2%	.	-4%	5%	-2%	3%	8%	-4%
> N#Cc1ccc(COC(=O)CSc2nnc(N)s2)cc1
 : .	12%	8%	-8%	-7%	0%	-13%	4%
> CCSc1ccc(-c2ccco2)nn1
 : 9%	.	?	-5%	-1%	?	-22%	-3%
> CCc1c(C#N)c(SCc2c(C)noc2C)nc2c1C(=O)CC(C)(C)C2
 : -1%	12%	-4%	-11%	-2%	-2%	-11%	3%
> COc1ccc(CC(=O)NCCS(=O)(=O)N2CCN(c3ccc(F)cc3)CC2)cc1OC
 : .	.	.	4%	0%	-3%	.	-5%
> Cc1ccc(S(=O)(=O)NC2=NCCC2)cc1
 : 6%	2%	6%	-2%	-5%	4%	0%	10%
> Fc1ccccc1/C=N/NC(=S)Nc1ccc(Cl)cc1Cl
 : 2%	2%	-6%	2%	-4%	10%	-19%	-16%
> Cc1cc(N2CCOCC2)nc2ccc(NC(=S)N3CCN(c4ccccc4)CC3)cc12
 : -2%	.	?	-5%	0%	?	-6%	8%
> CN(C)CCNc1nc(S(=O)(=O)c2ccccc2)c(Cl)s1
 : 2%	-3%	-1%	-6%	-1%	-4%	-10%	-4%
> CC(C)[C@H](NC(N)=O)C(=O)NCCc1ccc(Cl)cc1Cl
 : -17%	.	-5%	3%	-1%	-5%	-2%	0%
> Cc1[nH]c(C)c2c(=O)n(Cc3ccc(Cl)cc3)ncc12
 : 9%	-8%	1%	3%	-7%	-7%	4%	-8%
> O=C(c1ccco1)c1cn(CC(=O)N2CCCCCC2)c2ccccc12
 : 7%	-5%	-20%	0%	-1%	-11%	-1%	-5%
> O=C(O)C1CC(O)CN1S(=O)(=O)c1cccs1 (centres undefined)
 : 14%	.	5%	0%	1%	-11%	i	-9%
> CC1(C)Cc2nc3sc4c(=O)n(CC(=O)NCc5ccco5)cnc4c3cc2CO1
 : 7%	-4%	?	0%	-1%	-14%	-6%	-6%
> COc1ccccc1NC(=O)CN1CCN(CC(=O)Nc2ccc3c(c2)OCCO3)CC1
 : -6%	.	-2%	-3%	0%	-10%	-1%	-5%
> CCN(c1cccc(C)c1)S(=O)(=O)c1ccc2[nH]c(=O)c(=O)[nH]c2c1
 : 2%	-1%	-24%	-23%	-2%	-3%	2%	2%
> CC(C)/C(O)=C1/C(=O)OC(c2ccoc2)[C@@]2(C)C(O)C(O)[C@@]34OC5(C)OC67CC(C)(C(O)[C@@]6(O)C(O)[C@@]3(O5)C12)C(CC(=O)O)[C@@]74C (some centres undefined)
 : -20%	.	2%	2%	0%	6%	-3%	-2%

An excerpt. The share of hits here may be higher or lower than overall.
